Runt-SMMHC FRET = inhibitors of RUNX1 Runt–CBFb-SMMHC binding, primary screen, biochemical, FRET, Cerulean-Runt, Venus-CBFb-SMMHC, uHTS; Cerulean-Runt/Venus-CBFb-SMMHC FRET ratio 530/480, 1 h; inhibition, % at 20 µM; hit rate 0.74% among 220,000;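 active means mean inhibition across duplicate retests at 20 µM reaching about 50%, limit read from the data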;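 further: 0% = DMSO wells and 100% = wells with excess untagged CBFb-SMMHC; inhibitors lower the FRET ratio by blocking Runt binding to CBFb-SMMHC; some results filed as inactive read as strong as hits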
Target sequence (Q01196 whole entry, looked up): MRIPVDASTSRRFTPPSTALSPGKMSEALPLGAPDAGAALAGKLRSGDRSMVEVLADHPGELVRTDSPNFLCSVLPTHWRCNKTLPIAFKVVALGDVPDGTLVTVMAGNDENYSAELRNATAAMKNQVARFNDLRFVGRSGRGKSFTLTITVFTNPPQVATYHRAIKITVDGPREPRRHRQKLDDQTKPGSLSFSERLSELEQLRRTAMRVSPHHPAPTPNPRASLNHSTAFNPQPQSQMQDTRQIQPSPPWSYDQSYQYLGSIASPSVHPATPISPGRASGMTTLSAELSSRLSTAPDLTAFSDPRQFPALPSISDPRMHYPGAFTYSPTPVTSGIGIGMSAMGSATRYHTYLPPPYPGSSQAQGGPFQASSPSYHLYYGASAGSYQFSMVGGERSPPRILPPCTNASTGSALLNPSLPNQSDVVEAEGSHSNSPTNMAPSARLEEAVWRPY
Target sequence (Q13951 whole entry, looked up): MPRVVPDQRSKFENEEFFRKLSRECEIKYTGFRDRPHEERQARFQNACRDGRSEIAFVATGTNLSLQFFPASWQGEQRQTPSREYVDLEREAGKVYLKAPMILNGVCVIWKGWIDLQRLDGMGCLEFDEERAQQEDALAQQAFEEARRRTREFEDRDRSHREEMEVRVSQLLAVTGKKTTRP
NCF1 inh = p47phox/p22phox peptide binding inhibitors, primary screen, biochemical, uHTS, NADPH oxidase regulatory subunit; Neutrophil cytosol factor 1 (Homo sapiens), P14598; AID 1274, 2008; fluorescence polarization, 2 h; inhibition, % at 24.7 µM; hit rate 0.53% among 220,000;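 active means inhibition above about 30%, limit read from the data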;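 further: 0% = p47phox with labelled peptide and 100% = labelled peptide alone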
Target sequence (P14598 whole entry, looked up): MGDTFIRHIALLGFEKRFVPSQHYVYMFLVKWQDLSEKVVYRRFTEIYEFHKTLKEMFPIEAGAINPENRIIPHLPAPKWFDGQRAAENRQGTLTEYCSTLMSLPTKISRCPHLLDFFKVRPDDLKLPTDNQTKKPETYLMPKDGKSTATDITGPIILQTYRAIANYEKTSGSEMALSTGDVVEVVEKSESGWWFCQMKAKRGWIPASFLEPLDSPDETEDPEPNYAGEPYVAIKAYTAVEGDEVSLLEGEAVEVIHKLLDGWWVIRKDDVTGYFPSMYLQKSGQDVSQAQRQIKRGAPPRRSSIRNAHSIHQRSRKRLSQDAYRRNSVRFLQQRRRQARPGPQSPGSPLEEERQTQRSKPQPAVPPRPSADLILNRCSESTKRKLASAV
PPC-1+TRAIL kill = compounds killing PPC-1 cancer cells with TRAIL present, primary screen, TRAIL potentiator project, ATPLite luminescence, uHTS | PPC-1 cells + TRAIL, ATPLite viability luminescence | cell killing (% activity), % at 4 µM | hit rate 0.41% among 220,000;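 active means cell killing above 50% in the first pass at 4 µM, then a duplicate retest at 5 µM averaging 50% or more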;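 further: plate controls were cells with TRAIL plus DMSO for no effect and medium-only wells lacking cells for full effect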
EBV gp42 block = Epstein-Barr virus gp42 inhibitors, primary screen, biochemical, uHTS, fluorescence polarization; Glycoprotein 42 (Epstein-Barr virus (strain AG876)), Q1HVG2; Fluorescence polarization binding assay, mP read-out; inhibition, % (tested at 21.74 µM); hit rate 0.42% among 220,000; in the data active means inhibition above about 50%
TNF necrop inh = inhibitors of TNF-alpha triggered necroptosis, primary screen, cell-based, Jurkat FADD-/-, single concentration; Jurkat FADD-/- TNF necroptosis rescue, ATP luminescence, 24 h; 0 = TNF only, 100 = no-TNF cells; activation (protection from cell death), % at 10 µM; hit rate 0.068% among 220,000;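 active means activation, meaning protection from cell death, of at least 50% relative to plate controls; inactive means activation below 50%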;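 further: necroptosis triggered by 40 ng/mL TNF-alpha added together with compound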
Mdm2 ligase inh = MDM2-luciferase reporter signal enhancers, primary screen, MDM2 E3 ligase inhibitor project, cell-based, luminescence, 1536-well; E3 ubiquitin-protein ligase Mdm2 (Homo sapiens), Q00987; cell-based MDM2 ubiquitination luciferase reporter, 2 h; 0 = plate control, 100 = twice control, blank-subtracted; signal enhancement, % at 5 µM; hit rate 0.11% among 210,000; AID 1230, 2008;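 active means signal enhancement of 30% or more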;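 further: luminescence tracks abundance of the self-degrading MDM2-luciferase fusion protein; higher signal means inhibition of MDM2 E3 ligase activity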
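Test system: mammalian cells stably expressing self-ubiquitinating, self-degrading MDM2 E3–luciferase fusion; Amount: 2000 cells in each well; Medium: DMEM; Schedule: 4 h settle plus 2 h compound, 37 °C; Technique: SteadyLite luciferase luminescence after 15 min room-temperature reagent incubation; Benchmarks: plate control and blank wells.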
CHOP inh = inhibitors of CHOP promoter induction, primary screen, cell-based, unfolded protein response, luciferase reporter; hit rate 3.8% among 220,000; CHO-K1 CHOP-promoter luciferase, tunicamycin-induced, 15-18 h; inhibition, % at 10 µM; AID 2732, 2010;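 active means compounds that reduced the stress-induced luciferase reporter signal by more than about 70% of percent inhibition, limit read from the data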;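 further: 0% = tunicamycin plus vehicle and 100% = wells without tunicamycin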
TRPML3 agonist = human TRPML3 channel agonists, primary screen, cell-based, HEK293 TRPML3-YFP, Fluo-8 calcium fluorescence, 3 µM | Mucolipin-3 (Homo sapiens), Q8TDD5 | 100% = the carbachol control signal | activation, % at 3 µM | hit rate 0.29% among 220,000 | AID 1448, 2008;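 active means activation above its plate's cutoff, the mean activation of the plate's test wells plus 3 SD, cut at about 12% in these data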;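 further: 0% = DMSO only wells and 100% = carbachol wells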
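Material: HEK293 cells stably carrying human TRPML3-YFP; compound dosing: single dose, 3 µM final nominal compound, 0.3% DMSO final; incubation: 1-h 37 °C dye load, 5-s basal, 120-s post-compound reads; technique: Fluo-8 intracellular calcium fluorescence, excitation 470-495 nm, emission 515-575 nm; read-out basis: percent activation from peak-to-basal fluorescence ratio, scaled between DMSO and carbachol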
zfTRPN1 agonist = zebrafish TRPN1 channel agonists, primary screen, cell-based, HEK293, calcium fluorescence. hit rate 0.18% among 220,000. activation, % at 3 µM. HEK293 zebrafish TRPN1-YFP, Fluo-8 calcium fluorescence; 100% = response to 87 µM carbachol. transient receptor potential cation channel N1 (TRPN1/NompC), Danio rerio;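 active means activation above its plate's cutoff, the mean activation of test wells on that plate plus 3 SD, cut at about 19% in these data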;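 further: 0% = DMSO alone and 100% = 87 µM carbachol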
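Material – zebrafish TRPN1-YFP in HEK293 cells · Doses – 3 µM single point · Schedule – dye 1 h 37 °C plus 30 min RT · Signal – Fluo-8 calcium fluorescence, excitation 470-495 nm, emission 515-575 nm · Read-out – % activation versus carbachol response · Control set – carbachol high, DMSO low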
An asterisk follows results filed as active; . = no result given.

SMILES | Runt-SMMHC FRET | NCF1 inh | PPC-1+TRAIL kill | EBV gp42 block | TNF necrop inh | Mdm2 ligase inh | CHOP inh | TRPML3 agonist | zfTRPN1 agonist
CCC1CCCCN1S(=O)(=O)c1ccc(NC(=O)c2cccs2)cc1 (centres undefined) | 0 | -51 | -5 | -4 | 7.0 | -1 | 48 | -0.4 | -1.7
Cc1ccc(CNC(=O)CN2CCC(C(N)=O)CC2)cc1 | 5 | -9 | 16 | -23 | -2.6 | -12 | -54 | 0.9 | -0.5
COc1ccccc1N/C(N)=N/c1nc(CSc2ccc(C)cc2)cc(=O)[nH]1 | 4 | 7 | -3 | 0 | -9.8 | -21 | 66 | -0.3 | 0.0
COc1ccccc1Nc1nc(N)nc(CSc2nccc(C)n2)n1 | 3 | 7 | 4 | 5 | -1.3 | 0 | 19 | -0.9 | -0.3
COc1cc(/C=N/NC(=O)c2cc(C3CC3)[nH]n2)ccc1O | 0 | -5 | 12 | 7 | 8.5 | -7 | 16 | 0.3 | 1.1
Cc1ccc(S(=O)(=O)Nc2c(C)ccc3nsnc23)cc1 | -2 | -6 | -6 | -9 | -2.6 | -1 | 51 | 0.2 | 0.4
Cc1occc1-c1nnc(SCC(=O)Nc2ccccc2N2CCCCC2)n1C | -1 | -3 | 8 | 1 | -1.5 | -14 | 8 | 0.3 | -1.6
O=C(Cn1cnc2ccccc2c1=O)Nc1ccc2c(c1)CCC2 | 3 | -9 | 16 | -56 | 0.3 | -16 | 17 | 0.0 | -1.2
CC(=O)N/N=C(\C)CC(=O)Nc1ccc2c(c1)OCCO2 | -1 | -2 | -3 | -18 | -0.6 | -7 | -9 | 0.6 | 1.3
CCc1nc(SCc2ccc(F)cc2)n[nH]1 | -9 | -4 | 29 | -4 | 2.7 | -10 | -18 | 0.3 | -1.7
CCN(C(=O)COC(=O)c1ccc(COc2ccc3c(C)cc(=O)oc3c2)cc1)C1CCS(=O)(=O)C1 (centres undefined) | 2 | -22 | -5 | -12 | 1.7 | 3 | -18 | 0.6 | 2.0
CCN1CCN(Cc2cc(=O)oc3ccc(Cl)cc23)CC1 | 1 | -15 | 3 | -17 | 0.5 | -31 | -9 | 0.7 | 0.4
CCOC(=O)c1ccc(NC(=O)c2cc(S(=O)(=O)N3CCOCC3)ccc2O)cc1 | 0 | -4 | 10 | -4 | -2.2 | -16 | 9 | 0.4 | 0.6
O=C(Nc1ccccc1Cl)c1cccc(COc2cc(Cl)ccc2Cl)c1 | 0 | -4 | 3 | -11 | 0.4 | 2 | 15 | 1.5 | -0.4
S=c1[nH]nc(-c2ccc3ccccc3n2)n1-c1ccc2ncccc2c1 | 12 | -7 | 4 | 22 | 0.2 | -3 | -23 | 0.8 | 0.5
CN(C)/C=C(\C#N)C(=O)N/N=C/c1ccc(Cl)cc1 | 1 | -2 | 5 | -7 | 1.6 | -29 | -19 | 1.2 | 1.3
Cc1c(/N=C(\[O-])Nc2ccc(Br)cc2)sn[n+]1C | 2 | -11 | 27 | -2 | -1.5 | -40 | 7 | 3.6 | 2.4
CC(C)CCNC(=O)C1CCC(CNc2c(N3CCC(C)CC3)c(=O)c2=O)CC1 (centres undefined) | -2 | -3 | 12 | -9 | 1.0 | -5 | 1 | 0.6 | 1.1
CC(C)c1nnc(NC(=O)CCC(=O)NCc2ccc3c(c2)OCO3)s1 | 3 | -7 | 14 | -8 | -1.0 | -3 | 27 | 1.1 | 0.6
O=C(CSc1cccc[n+]1[O-])Nc1cc(S(=O)(=O)N2CCOCC2)ccc1Cl | 3 | 0 | 28 | 1 | 1.2 | -13 | 5 | 0.3 | 0.4
C=CC(=O)NN(C)c1ncc(C(F)(F)F)cc1Cl | -2 | -5 | 10 | -3 | 2.1 | -14 | -1 | 0.3 | -0.3
Cc1ccc(NC(=O)CN(C)C(=O)COc2c(Cl)cc(Cl)c3ccc(C)nc23)cc1 | -4 | -2 | 19 | -3 | 1.4 | -6 | 38 | 0.5 | -1.0
CC(C)c1ccccc1NC(=O)COC(=O)/C=C/c1cccc([N+](=O)[O-])c1 | 4 | -5 | 14 | -6 | 1.2 | -9 | 22 | 0.4 | 0.5
COc1cc(OC)c(OC)cc1CN1CCN(S(=O)(=O)c2ccc(NC(C)=O)cc2)CC1 | -3 | 7 | 16 | -7 | 3.0 | 1 | -5 | 0.0 | -0.3
Cn1c(SCc2nc3ccccc3[nH]2)nnc1-c1ccccn1 | -2 | -13 | 17 | -7 | -1.4 | -2 | 28 | 0.3 | 0.5

Full records from above:
COc1ccccc1Nc1nc(N)nc(CSc2nccc(C)n2)n1 as listed: Runt-SMMHC FRET = 3; NCF1 inh = 7; PPC-1+TRAIL kill = 4; EBV gp42 block = 5; TNF necrop inh = -1.3; Mdm2 ligase inh = 0; CHOP inh = 19; TRPML3 agonist = -0.9; zfTRPN1 agonist = -0.3
CCN1CCN(Cc2cc(=O)oc3ccc(Cl)cc23)CC1 as listed: Runt-SMMHC FRET = 1; NCF1 inh = -15; PPC-1+TRAIL kill = 3; EBV gp42 block = -17; TNF necrop inh = 0.5; Mdm2 ligase inh = -31; CHOP inh = -9; TRPML3 agonist = 0.7; zfTRPN1 agonist = 0.4

New compounds follow.
SMILES | Runt-SMMHC FRET | NCF1 inh | PPC-1+TRAIL kill | EBV gp42 block | TNF necrop inh | Mdm2 ligase inh | CHOP inh | TRPML3 agonist | zfTRPN1 agonist
COc1ccc(N/C=C2/CCCCC2=O)cc1 | -12 | -8 | 23 | 4 | -0.6 | 6 | -2 | 1.1 | -0.5
COc1ccc(-n2nc3c(c2NC(=O)c2c(F)cccc2Cl)CS(=O)C3)cc1 (centres undefined) | -3 | -15 | 4 | -11 | 0.8 | -33 | -5 | 0.7 | 1.7
Cc1ccccc1N1C(=O)C(Oc2ccc(Cl)cc2)C1CNC(C)(C)C (centres undefined) | -4 | -3 | -14 | -14 | 2.3 | -11 | 20 | 1.7 | -0.1
Cc1ccc(OCC(=O)Nn2cnc3ccccc32)cc1 | 1 | -1 | -16 | -21 | -1.2 | -14 | 3 | 0.3 | -0.1
CC(=O)c1ccc(N2CCN(C(=O)c3nn(Cc4ccccc4)c(=O)c4ccccc34)CC2)cc1 | -9 | 3 | 12 | 2 | -2.8 | -6 | -14 | -0.7 | -0.9
O=C(COC(=O)c1ccc2[nH]c3c(c2c1)CCCC3)Nc1ccccc1 | 1 | -18 | 22 | -18 | 3.1 | 9 | -18 | 1.7 | 1.1
Cc1noc(C)c1S(=O)(=O)Nc1ccccc1OC(F)(F)F | 2 | -4 | -7 | -13 | 4.0 | 3 | -4 | 1.1 | 3.0
COC(=O)C1=CN(C)C=C(C(=O)OC)C1c1ccc(O)c(OC)c1 | 32 | -3 | -4 | -18 | -0.1 | -15 | -33 | 0.1 | 1.5
CC1CCCC(C)N1C(=O)CSc1nnc(COc2ccccc2)n1-c1ccccc1 (centres undefined) | 2 | -15 | -6 | -16 | -0.3 | 14 | 38 | 0.3 | 0.2
Cc1cccc(NCCC(=O)c2ccc(Br)cc2)c1 | 0 | -8 | 20 | -21 | -6.1 | -5 | 34 | -0.9 | -1.6
O=c1c(Cc2ccccc2O)c(O)nc2n1CCCS2 | -2 | -16 | 13 | -11 | -0.2 | -38 | -2 | 0.5 | -0.1
Cc1cc(NC(=O)CSc2nnc(-c3ccncc3)n2C)n(-c2ccccc2)n1 | 3 | -1 | -13 | -25 | 4.7 | -12 | -15 | 1.0 | 0.8
Cn1nc(C(=O)NC2CCCCCC2)ccc1=O | -4 | -10 | 32 | -11 | 1.0 | -13 | 4 | 0.3 | 0.2
O=C(NN=C1CCCCCCCCCCC1)c1ccccc1F | 4 | -5 | 6 | 11 | 1.3 | -4 | 20 | 0.3 | -1.1
CCOC(=O)C1=C(N)N2C(=O)C(C)SC2=C(C(=O)OCC)C1c1ccc(O)cc1 (centres undefined) | -5 | -14 | 10 | -5 | 1.5 | -16 | 13 | 3.4 | 0.1
CC(Sc1ccccc1)C(=O)Nc1ccc(N2CCOCC2)cc1 (centres undefined) | 0 | -9 | 7 | 4 | 0.3 | -6 | -11 | 0.3 | 1.5
CN(C)S(=O)(=O)Nc1ccc(NS(=O)(=O)N(C)C)c(S(=O)(=O)c2ccccc2)c1 | -5 | -3 | 5 | 4 | -1.0 | -2 | 7 | -0.3 | 0.3
O=c1[nH]cnc2cc(Cl)ccc12 | 1 | -8 | 4 | -27 | 0.5 | . | 1 | -0.9 | -0.3
CCOC(=O)c1cc(-c2ccccc2)nc2nc(N3CCCCC3)sc12 | 96 | -22 | 0 | 18 | 1.2 | 11 | 26 | 0.3 | -1.8
O=C(Nc1cccnc1)C1CCCN(S(=O)(=O)c2ccccc2)C1 (centres undefined) | 0 | -5 | 13 | -10 | 0.0 | -4 | 17 | 0.3 | -1.0
COc1ccc(CNC(=O)CSc2nnc(C)s2)cc1 | -3 | -2 | 8 | -7 | 1.2 | -11 | 5 | 0.5 | 0.4
O=C(CSc1nnc(Cc2cccs2)n1-c1ccccc1)NC1CCCCC1 | 2 | 1 | -12 | -24 | -3.0 | -9 | 48 | -0.5 | 0.3
Cc1noc(C)c1COC(=O)CCCc1c[nH]c2ccccc12 | -7 | -14 | 30 | 5 | 0.4 | 2 | 66 | 0.1 | 0.8
COc1ccc(NC(=O)c2cc(Br)ccc2Cl)c(OC)c1 | -2 | -16 | 17 | -13 | 0.5 | 8 | 8 | -0.6 | -2.2
Cc1nc2ccccc2c(=O)n1/N=C/c1cccnc1 | 2 | -4 | 11 | -15 | -1.3 | -12 | -9 | 0.6 | 0.6
N#C/C(=C\c1ccc(-c2cccc([N+](=O)[O-])c2)o1)C(=O)Nc1nc(-c2cccs2)cs1 | -15 | -31 | 15 | -21 | 4.2 | . | -14 | -0.3 | 0.9
C=CCN1c2ccccc2[C@]23C[C@@H](C(=O)OC)N(C(=O)c4ccc(Br)cc4)C2=NC(C(=O)OC)=C(C(=O)OC)[C@H]13 | -3 | 10 | 15 | 14 | -9.2 | 3 | 51 | . | .
CCCCn1c(SCC(=O)NNC(=O)c2ccco2)nnc1-c1ccco1 | -5 | -5 | 2 | -24 | 0.7 | -11 | -6 | 0.4 | -1.3

Screening data: PubChem BioAssay, several laboratories
